ERK EGF block: blocks ERK signaling stimulated by EGF; HEK293-V1b, EGF-stimulated phospho-ERK AlphaScreen; Potency, µM (series often up to 11.5 µM), without a hit: at the top dose activity change, negative = inhibition, usual class: inhibitors; 130,000 tested, 0.41% active; AID 1454; active = well fitted inhibition curve with a large enough effect; inconclusive = small, poorly fitted or top-dose-only effect, or effect the other way;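 note: plate controls were stimulated vehicle wells for no effect and unstimulated vehicle basal for full effect; nearly all actives have a fitted effect of over 55% in size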
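Readout: AlphaScreen signal for phosphorylated ERK in lysed HEK293 cells stably expressing V1b. Stimulus 25 nM EGF, 5 min, following 30 min compound exposure. Data scaled to DMSO basal and full EGF activation.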
The depositor's hits bear a star; ? = inconclusive; [ ] = remark or other dose. Potency is the fitted concentration of half-maximal effect. Not all compounds are listed; count on the stated rates, not on these rows.

mol | ERK EGF block
CC(NC(=O)/C(C#N)=C1\N=C(NC(=O)c2ccco2)c2ccccc21)c1ccccc1 (stereo unspecified) | -9%[57.5 µM]
CCc1nnc(NC(=O)c2ccc(S(=O)(=O)N(CC(C)C)CC(C)C)cc2)o1 | 2%
CCOC(=O)C1=C(CC)Nc2ccccc2N=C1NC(=O)c1ccc(S(=O)(=O)N2CCCC2)cc1 | -2%
COc1ccccc1NC(=O)Nc1cc(C(C)(C)C)nn1C | 4%[57.5 µM]
NC1=NC[C@H](Cc2ccc(O)cc2)N1CCCCC1CCCCC1 | 0%[57.5 µM]
COc1cccc(-c2noc(-c3ccc(Br)o3)n2)c1 | -1%
C=CCCC(=O)Nc1ccc(Br)cn1 | 4%
CCc1ccc(-c2nc(SCC(=O)N3CCOCC3)n[nH]2)cc1 | 2%[57.5 µM]
CN(C)C(CNC(=O)c1ccc(S(=O)(=O)NCc2ccco2)cc1)c1ccccc1 (stereo unspecified) | 3%
O=C(CNCC1(N2CCOCC2)CCCCC1)Nc1ccc(Cl)cc1 | -3%
O=C(O)CC(CC(=O)O)(C(=O)O)c1ccccc1 | -17%[57.5 µM]
CCOc1cc(C=O)ccc1OCCSc1ccc(C)cc1 | 7%[57.5 µM]
Cc1ccc(C2C3=C(CCCC3=O)OC3=C2C(=O)CCC3)cc1 | 2%
Cc1nc2c(c(=O)n1CCC(C)C)c1nc3ccccc3nc1n2CC1CCCO1 (stereo unspecified) | 24%[57.5 µM]
COc1ccc(-n2c(=O)[nH]c3cc(C(=O)NCCc4ccc(Cl)cc4)ccc3c2=O)cc1OC | -2%
Cc1nn(-c2ccc(F)cc2)c(N)c1C1(O)C(=O)Nc2ccccc21 (stereo unspecified) | 2%
O=C(COc1ccccc1)NNC1=NS(=O)(=O)c2ccccc21 | -2%
CC(C(=O)Nc1ccccc1Cl)c1ccc([N+](=O)[O-])cc1 (stereo unspecified) | 2%
Cc1ccc(NCc2ccccc2)cc1 | 0%
Cc1onc(-c2ccc(Cl)cc2Cl)c1-c1csc(N/N=C/c2ccccc2)n1 | -6%[57.5 µM]
COc1cccc(C(=O)N2c3ccccc3Sc3ccccc32)c1 | 19%
CN(C)/C=N/c1ncnc2c1cnn2-c1ccc(C(F)(F)F)cn1 | 2%
CCCCCCCCCCCCCCCC[n+]1ccc(/C=N/O)cc1 | ?
C/C(=N\Nc1nc(N2CCOCC2)nc(N2CCOCC2)n1)c1ccc([N+](=O)[O-])cc1 | 5%
COc1cccc(-c2nc(NCc3cnc(C)cn3)c3ccccc3n2)c1 | 12%
Cc1ccc2nc(SCC(=O)NCc3ccco3)c(C)cc2c1 | 10%
COc1cc(/C=N\NC(=O)c2cccc(Cl)c2)ccc1Oc1ccc([N+](=O)[O-])cn1 | -6%[57.5 µM]
O=C(NNc1nc2cc3c(cc2s1)OCO3)c1ccccc1 | ?
COc1cccc(Nc2nc(C)cc(C)c2C#N)c1 | 2%
c1ccc(-c2ccc(CN3C[C@@H]4C(c5ccccc5)C5(c6ccccc6)CC4(C5)[C@H]3c3ccccc3)cc2)cc1 (stereo partly specified) | -7%
COc1ccc(Nc2nc(-c3ccc(OC)cc3)cs2)cc1 | -6%
CCOC(=O)N1CCN(c2cc(=O)n(-c3cccc(C)c3)c(=O)[nH]2)CC1 | -3%
COc1ccc(/C=N/NC(=O)C[n+]2ccccc2)c(OC)c1 | 4%
CCCCCC(=O)NN=C1CCN(Cc2ccccc2)CC1 | 11%
CC(=O)c1ccc(NC(=S)NCc2cccnc2)cc1 | 6%
Cc1cc(S(=O)(=O)NC(C)C)ccc1OCC(=O)NCc1ccccc1 | -4%
O=C(O)CSc1nnc(-c2ccccc2Br)n1-c1cccc(C(F)(F)F)c1 | -1%
CCC(C)NS(=O)(=O)c1ccc(N)cc1 (stereo unspecified) | -15%
CC1(C)CC(C(N)=S)CCO1 (stereo unspecified) | -6%[57.5 µM]
Cc1cc(NC(=O)c2ccccc2)ncc1NC(=O)c1cccs1 | -17%
O=C(Nc1ccc(S(=O)(=O)N2CCCC2)cc1)C1CCCN1C(=O)c1cccs1 (stereo unspecified) | -5%[57.5 µM]
O=C(CCC1CCCN(C(=O)Cc2ccc(F)cc2)C1)N1CCN(c2ccccn2)CC1 (stereo unspecified) | -6%
O=C(CSCc1ccc(Cl)cc1)Nc1ccc(S(=O)(=O)N2CCOCC2)cc1 | -2%
COc1ccc(CC(=O)Nc2ccc3c(c2)CCC3)cc1 | 2%
Nc1nc(NCc2ccccc2)nc(NCc2ccccc2)c1[N+](=O)[O-] | 2%
O=C1CCC(=O)N1c1ccc(NC2CCN(Cc3ccccc3)CC2)c([N+](=O)[O-])c1 | -7%
CNC(=O)C1=C(C)n2c(nc3ccccc32)NC1c1ccc(OC)cc1 (stereo unspecified) | -5%
CCc1ccccc1NC(=S)N(CCN(C)C)C(C)c1ccco1 (stereo unspecified) | 4%
O=C1c2ccccc2C(=O)C12OC2c1ccc(Cl)cc1Cl (stereo unspecified) | 4%
CCCn1cc([C@@H]2C[C@H]3CN(Cc4cccc(Cl)c4)C(=O)[C@]34CCCN24)c(C)n1 | ?
COc1cc2c(cc1O)CCN(C(=O)c1ccco1)C2C (stereo unspecified) | -14%[57.5 µM]
CC(=O)Nc1ccc2c(c1)nc1n2CCN(C2CCCCC2)C1 | 0%
COC(=O)N[C@H](CC(C)=O)c1ccccc1 | 1%
O=C(C1=C(O)C(=O)N(c2ccccc2)C1c1ccc([N+](=O)[O-])cc1)c1cccs1 (stereo unspecified) | 0%
CC1=NOC(=O)/C1=C\c1ccc(-c2ccc(Cl)c(C(=O)O)c2)o1 | 3%
Cn1c(Cc2ccccc2)nnc1SCc1cc(=O)n2ccsc2n1 | 4%
COc1cc2c(cc1NC(=O)C(C)NCc1ccccc1)oc1ccccc12 (stereo unspecified) | 19%
CC(C)(CO)CNC(=O)CCc1nnc(C2(c3ccc(Cl)cc3)CCC2)o1 | -2%
Cc1cc(=O)[nH]c(SCC(=O)NCC2CCCCC2)c1C#N | -3%
O=C(CSc1nnc(-c2ccc(S(=O)(=O)N3CCCC3)cc2)o1)NCc1ccccc1 | 3%

Other compounds follow.
mol | ERK EGF block
Cc1ccc(OCCSc2ncccn2)c(C)c1 | -3%[57.5 µM]
COc1cc(-n2nnnc2SC)c(OC)cc1Cl | 4%
CN1CCN(C(=O)Nc2cccc(-c3ccccc3)c2)CC1 | -1%[57.5 µM]
O=C(CNC(=O)c1ccc(-c2ccccc2)cc1)OCc1ccc(Br)cc1 | 29%
CCN(CC)CCNC(=O)c1ccc(NC(=O)c2cccc(S(=O)(=O)Nc3ccc(C)cc3)c2)cc1 | -6%
CC(NC(=O)Cn1nc(C(=O)O)c2ccccc2c1=O)C12CC3CC(CC(C3)C1)C2 (stereo unspecified) | -11%
Cc1nc(Nc2c(Cl)cccc2Cl)sc1C(=O)Nc1ccccc1 | -3%
CC1(C)C(=O)Nc2ccccc2N1C(=O)Cn1ncc(Cl)c(Cl)c1=O | ?
Cc1ccc(S(=O)(=O)N(C)c2cc(S(N)(=O)=O)c(C)cc2C)cc1 | 0%
CC1CCc2cc(F)cc3c(=O)c(C(=O)O)cn1c23 (stereo unspecified) | -2%
C(=N\N(c1ccccc1)c1ccccc1)/c1ccc(N2CCOCC2)s1 | -7%
Cc1nnc(NC(=O)CSc2ccc3nnc(-c4cccnc4)n3n2)s1 | 1%
CS(=O)(=O)Cc1cc(Sc2ccccc2)nc(-c2ccncc2)n1 | 9%
O=[N+]([O-])c1cc(S(=O)(=O)NCCN2CCOCC2)ccc1Sc1nnnn1-c1ccccc1 | 2%
Cc1ccc(-n2c(O)c(C=NC3CCS(=O)(=O)C3)c3ccccc3c2=O)c(C)c1 (stereo unspecified) | 2%[57.5 µM]
CC(C)CCNC(=O)c1ccc(Cl)c(NC(=O)Cc2ccccc2)c1 | 4%
CC1(C)Cc2ccccc2C(/C(C#N)=N/O)=N1 | -6%
CCN(CC)CCNC(=O)c1cc2ccccc2nc1Cl | -1%
COc1cccc([C@@H]2Oc3ccc(OC)cc3C[C@H]2OC(=O)NS(=O)(=O)c2ccc(C)cc2)c1 | -5%
CC(=O)n1nc(-c2ccc(C)cc2)nc1NCc1ccc(F)cc1 | -3%
CCCCN1C[C@H](O)[C@@H](O)[C@H](O)[C@H]1CO | ?
CCOC(=O)c1cccc(NC(=O)c2ccccc2C)c1 | 2%
Cc1nc(SCC(=O)Nc2ccc3c(c2)OCCO3)nc(C)c1C | 7%
COC(=O)C1=C(COc2ccc(C=O)cc2OC)NC(=O)NC1c1cc(C)ccc1C (stereo unspecified) | -8%
Cc1nnc(N/N=C/c2cccc(OCc3ccc(Cl)c(Cl)c3)c2)n1N | 9%
COc1ccc(CNC(=O)CN(Cc2ccc(Cl)cc2)S(C)(=O)=O)cc1 | 2%
CCOC(=O)c1c(N)sc2c(OCC)c(Br)ccc12 | -3%
CCC(=O)C1CCCN(C(=O)c2ccc(OC3CCN(C(=O)c4cccnc4)CC3)cc2)C1 (stereo unspecified) | -16%[57.5 µM]
OC(CNc1ccccc1)Cn1ccc2ccccc21 (stereo unspecified) | 8%
Cc1cc(O)c(C(C)C)cc1C1(c2cc(C(C)C)c(O)cc2C)OC(=O)c2ccccc21 | -5%[57.5 µM]
Cc1ccsc1/C=C(\C(=O)c1ccc(OC(C)C)cc1)c1nc2ccccc2o1 | 16%
CCO[C@H]1OC(C(=O)N2CCOCC2)=C[C@@H](c2ccc(Br)cc2)[C@@H]1CCCO | -4%[57.5 µM]
COc1ccc(CCNC(=O)C2CCCN(c3nn4c(=O)cc(C)nc4s3)C2)cc1OC (stereo unspecified) | -1%
CCN1CCN(c2ccc(NC(=O)c3ccccc3F)cc2Cl)CC1 | -7%
CCC(=O)NCC(=O)OCC(=O)c1ccccc1 | 2%
CCN(CC(=O)NCCc1ccc(Cl)cc1)Cc1nc2ccccc2c(=O)[nH]1 | 9%
C=CCn1c(SCC#N)nnc1-c1ccc2ncccc2c1 | 8%[57.5 µM]
CCCNc1nc(-c2cc(-c3ccc(Cl)cc3)on2)cc(C(C)C)n1 | 20%[57.5 µM]
CCCN(CCC)CCCNC(=O)c1cn(CC)c2ccc(S(=O)(=O)N3CCc4ccccc4C3)cc2c1=O | -5%
O=C1c2ccccc2C(=O)N1Cc1ccccn1 | 32%
CS(=O)(=O)c1ccc(C(=O)OCc2nnc(-c3ccccc3)o2)cc1[N+](=O)[O-] | 9%
CC1=C(C#N)C(c2cccnc2)C2=C(CCCC2=O)N1 (stereo unspecified) | -5%
Cc1nc2ccc(NC(=O)Cc3ccc4c(c3)OCCO4)cc2s1 | -4%
O=c1[nH]ccc2c(O)cccc12 | 10%
Cc1ccc(NC(=O)CN(C)C(=O)Cn2ncc(Cl)c(Cl)c2=O)cc1 | 12%
C/C(=N\NC(=O)c1ccccc1)c1ccccc1Br | -2%
COc1ccc(-c2csc(NC(=O)COC(=O)c3ccc(Br)o3)n2)cc1 | -8%
COc1cc(OC)cc(C(=O)N2CCN(C(=O)Cc3ccccc3)CC2)c1 | 3%
Cc1ccc(C2Nc3cccc4cccc(c34)N2)s1 | 7%
O=c1[nH][nH]cc1C=Nc1ccc(Oc2ccccc2)cc1 | 5%
COc1ccc(O)c(C(=O)c2cc(C(=O)NCCc3ccccc3)c(=O)n(CCc3ccccc3)c2)c1 | 7%
CN(C)c1ccc(C(=O)NCC2CCCO2)cc1 (stereo unspecified) | 0%
Cc1cc(C)n2nc(C(=O)N/N=C/c3c4ccccc4cc4ccccc34)nc2n1 | -1%
Cc1ccc(NCC(=O)Nc2c(C)n(C)n(-c3ccccc3)c2=O)cc1S(=O)(=O)N(C)C | -12%[57.5 µM]
CC(=O)[C@H]1CC[C@H]2[C@@H]3CCC4=CC(=O)CC[C@]4(C)[C@H]3[C@H](O)C[C@]12C | -4%[57.5 µM]
O=C(CN1C(=O)S/C(=C/c2ccncc2)C1=O)N1CCOCC1 | 7%
CC1(C)Cc2cccc(C(=O)NC3CCN(Cc4ccccc4)CC3)c2O1 | 10%[57.5 µM]
CCc1nc2cc3sc(CC)nc3cc2s1 | ?
CCCCC[C@H](O)/C=C/C=C/C/C=C\CCCC(=O)O | -16%
CC(C)c1ccc(C2=NN(c3ccccc3)C(=O)CC2)cc1 | 13%

3 entries from above, field by field:
Cc1ccc(NCC(=O)Nc2c(C)n(C)n(-c3ccccc3)c2=O)cc1S(=O)(=O)N(C)C
  ERK EGF block: -12%[57.5 µM]
CC(=O)[C@H]1CC[C@H]2[C@@H]3CCC4=CC(=O)CC[C@]4(C)[C@H]3[C@H](O)C[C@]12C
  ERK EGF block: -4%[57.5 µM]
O=C(CN1C(=O)S/C(=C/c2ccncc2)C1=O)N1CCOCC1
  ERK EGF block: 7%

Next results follow:
mol | ERK EGF block
NNC(=O)CSc1ncc(-c2ccccc2)[nH]1 | 2%[57.5 µM]
O=C(Cn1cc(C(F)(F)F)ccc1=O)N/N=C/c1ccccc1 | 1%
C#CCOCCOCCOCCNc1nc(N2CCOCC2)nc(N2CCN(C(=O)[C@H]([C@@H](C)CC)n3cc(CCCCN)nn3)CC2)n1 | -8%
CNCC/C=C1/c2ccccc2CSc2ccccc21 | 2%
O=[N+]([O-])c1ccc(-n2cccc2/C=N/Nc2nc(N3CCCCC3)nc(N3CCCCC3)n2)cc1 | 14%
